STK33 inh – blocks human STK33 kinase activity. Q9BYT3. purified STK33, MBP phosphorylation, ADP-Glo luminescence. inhibition, % at 10 µM. 0.073% of 320,000 active;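 active = inhibition at or above 25%, using the most active replicate where run in duplicate; inactive = inhibition below 25%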
Target sequence (Q9BYT3 whole entry, looked up): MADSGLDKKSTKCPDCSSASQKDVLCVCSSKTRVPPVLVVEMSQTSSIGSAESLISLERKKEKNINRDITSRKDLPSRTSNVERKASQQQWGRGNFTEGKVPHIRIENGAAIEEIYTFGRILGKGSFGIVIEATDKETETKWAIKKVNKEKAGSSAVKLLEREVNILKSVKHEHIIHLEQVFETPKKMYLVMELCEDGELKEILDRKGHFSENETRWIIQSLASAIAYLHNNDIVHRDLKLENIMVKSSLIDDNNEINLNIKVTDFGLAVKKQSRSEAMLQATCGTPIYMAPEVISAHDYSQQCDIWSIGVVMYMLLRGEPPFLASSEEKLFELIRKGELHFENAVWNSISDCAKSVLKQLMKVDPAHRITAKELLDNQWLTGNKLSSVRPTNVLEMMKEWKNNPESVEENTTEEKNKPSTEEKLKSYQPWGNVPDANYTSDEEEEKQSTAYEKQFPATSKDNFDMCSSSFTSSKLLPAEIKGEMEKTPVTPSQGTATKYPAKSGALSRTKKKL
OX1R antag-1 – blocks the human orexin 1 receptor; O43613; CHO/OX1R cells, Fluo-8 calcium fluorescence, orexin A; inhibition, % at 5 µM; 0.43% of 330,000 active; AID 434989;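 active = inhibition above its plate's threshold, mean inhibition of all tested compounds on the plate plus 3 SD, cut at about 37% in these data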;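 note: 0% = orexin A challenge wells and 100% = SB-334867-A antagonist wells; not every result past the cut was called active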
Target sequence (O43613 whole entry, looked up): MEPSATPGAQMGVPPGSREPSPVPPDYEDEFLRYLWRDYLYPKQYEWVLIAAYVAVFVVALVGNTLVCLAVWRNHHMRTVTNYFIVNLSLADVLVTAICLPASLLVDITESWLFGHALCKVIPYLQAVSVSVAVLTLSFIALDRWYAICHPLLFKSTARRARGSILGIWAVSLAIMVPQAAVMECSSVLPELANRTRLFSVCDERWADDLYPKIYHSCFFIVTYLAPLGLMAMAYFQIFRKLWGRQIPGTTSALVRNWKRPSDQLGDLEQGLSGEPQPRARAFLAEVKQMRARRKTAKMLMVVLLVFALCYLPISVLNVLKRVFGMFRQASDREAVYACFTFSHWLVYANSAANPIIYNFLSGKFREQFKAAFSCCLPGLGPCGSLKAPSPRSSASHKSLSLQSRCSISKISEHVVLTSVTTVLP
OX1R antag-2 – antagonists of human orexin 1 receptor (OX1R) | O43613 | OX1R-expressing cells, FRET antagonist read-out | inhibition, % at 6.6 µM | 1.8% of 330,000 active | AID 485270; in the data active = inhibition mostly above about 38%, no sharp cut-off; inactive = mostly below about 40%;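 note: 0% = agonist challenge alone and 100% = reference antagonist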
* = called active by the depositor; / = not tested or not shown.

SMILES	STK33 inh	OX1R antag-1	OX1R antag-2
Cc1ccc2cc(C(c3nnnn3Cc3ccccc3)N3CCN(c4ccccc4)CC3)c(=O)[nH]c2c1 (stereo not given)	0.3	-15.6	11.9
COc1cccc(Cn2c(-c3cccs3)noc2=O)c1	-0.8	-3.8	12.5
C=CCNC(=S)NNC(=O)c1ccc([N+](=O)[O-])cc1	-0.2	-6.4	62.3
COc1cc(NS(=O)(=O)c2ccccc2)ccc1-n1nc(C)cc1C	-0.5	-14.6	20.4
CCc1ccccc1NC(=O)C1CCCN(c2nn3c(=O)cc(C)nc3s2)C1 (stereo not given)	-0.5	-26.3	6.0
COc1ccc(NC(=O)CN2C(=O)CSC(C)C2=O)c(OC)c1 (stereo not given)	-3.6	-6.9	0.6
O=C(CCCn1cnc([N+](=O)[O-])n1)Nc1cc(Cl)ccc1O	-0.1	-10.3	43.3
CCCC(C)NC(=O)c1sc2nc3n(c(=O)c2c1C)CCC3 (stereo not given)	-1.5	-17.9	-1.7
Cc1sc2nc(SCC(=O)N(C)C)[nH]c(=O)c2c1C	0.1	-4.9	19.2
C[C@H]1CNC(=O)C(=O)N1C[C@H](Cc1ccc(O)cc1)NC(=O)CC12CC3CC(CC(C3)C1)C2	0.6	-12.1	9.8
O=C1NCCCC1C(=O)N/N=C/c1ccccc1 (stereo not given)	0.0	-4.1	1.1
CCCNC(=O)N1CCC(C(=O)c2ccc(Cl)cc2)CC1	0.3	-18.1	17.0
CC1Cc2ccccc2N1Cc1ccc([N+](=O)[O-])cc1 (stereo not given)	-0.5	-11.8	8.7
N#Cc1cccc(NC(=O)Cn2c3[n+](c4ccc(C(F)(F)F)cc42)CCCCC3)c1	-0.5	0.8	3.1
CCOc1nnc(C)c2c(C)n(-c3cccc(OC)c3)nc12	-1.6	-10.9	15.1
Cn1c(=O)c2c(ncn2CC(O)CO)n(C)c1=O (stereo not given)	7.4	-3.4	11.1
COc1ccc(NC(=O)COC(=O)CN2C(=O)C3CCCCC3C2=O)cc1OC (stereo not given)	-2.4	-6.0	5.2
O=C(CCN1C(=O)CSC1=O)Nc1ccccc1	-1.2	-4.4	12.2
CCOC(=O)c1c(S(=O)(=O)NCC(=O)NCc2ccc(C)cc2)c(C)n(C)c1C	0.8	-26.4	13.7
O=C(NCCc1nccs1)C1CCC(=O)N(CCc2ccc(Cl)cc2)C1 (stereo not given)	-1.0	-15.3	-2.5
O=C(CN1CCOCC1)Nc1ncc(Cc2cccc(Cl)c2)s1	-0.3	-6.3	5.1
NC(=O)N/N=C1\c2ccccc2-c2c(C(N)=O)cccc21	7.6	-6.7	17.0
N[C@@H](CO)c1nnc([C@H](CC(=O)O)NC(=O)C2CCNCC2)o1	-1.4	-0.2	1.9
O=C1C(=O)N(CCN2CCOCC2)C(c2cccnc2)/C1=C(/O)c1ccc(Cl)cc1 (stereo not given)	-0.6	-11.7	15.0
C=CCNC(=S)NNC(=O)c1ccc(OCC(C)C)cc1	-1.2	-6.7	8.7

Next section.
SMILES	STK33 inh	OX1R antag-1	OX1R antag-2
COc1ccccc1NC(=O)CSc1nc(=O)n(Cc2ccncc2)c2c1CCCC2	-1.3	-25.9	11.9
O=C(c1ccc(Cl)c(S(=O)(=O)N2CCCC2)c1)N1CCN(c2ncccn2)CC1	0.7	-18.9	-0.5
Cc1ccnc2nc(C(=O)OCC(=O)N(CC(C)C)C3CCS(=O)(=O)C3)nn12 (stereo not given)	0.3	-11.4	7.4
CN(C(=O)c1ccc(S(=O)(=O)N2CCOCC2)cc1)C1CCS(=O)(=O)C1 (stereo not given)	-1.6	-7.3	4.1
Cc1cc(-c2nnc3n2N=C(C(C)(C)C)CS3)n[nH]1	0.6	10.8	2.2
O=C(c1ccc(Br)s1)N1CCN(c2ncccn2)CC1	-0.5	-0.1	11.5
CCOCCCNC(=O)c1ccc2nc(-c3ccc(OC)c(OC)c3)c(-c3ccc(OC)c(OC)c3)nc2c1	-4.1	-16.4	16.8
O=C(O)CSCC(=O)NC1CCCc2ccccc21 (stereo not given)	0.8	-26.2	6.9
COc1ccccc1/C=N/NC(=O)c1ccc(NC(=O)c2ccccc2Br)cc1	0.4	-19.3	9.0
Cn1nc(-c2ccccc2)cc1NC(=O)Nc1ccc(F)cc1	-1.3	-7.3	-1.4
CC1=CCC2C(=O)N(c3ccc(C)c(Br)c3)C(=O)C2C1 (stereo not given)	-1.0	-37.2	12.1
CCN(C(=O)COc1cc(=O)n(CC)c2ccccc12)c1cc(Cl)ccc1OC	-31.7	-33.7	25.2
CC12CCC(=O)N1C(C(=O)Nc1ccc(F)c(F)c1F)CS2 (stereo not given)	-2.9	-0.4	12.8
Cc1ccc(C)c(NS(=O)(=O)c2ccc3c(c2)NC(=O)CCS3)c1	0.1	-4.1	2.1
Cc1ccc(N(Cc2ccccc2)C(=O)c2cccc(S(=O)(=O)N3CCOCC3)c2)cc1	-0.2	-32.5	14.2
COc1ccc(COC(=O)c2nc3nc(C)cc(C)n3n2)cc1F	0.0	-29.8	15.2
COc1ccccc1NC(=O)c1ccccc1C(=O)N(C)Cc1ccccc1	-0.7	2.5	6.9
O=C(Nc1ccc(-c2nc3ccccc3s2)cc1)C1=COCCO1	-0.8	2.4	7.9
O=C1c2ccccc2CN1C(CO)c1ccccc1 (stereo not given)	0.8	-23.8	5.4
COC(=O)C1(C)Nc2ccccc2C(=O)N1c1ccccc1OC (stereo not given)	-0.8	0.0	14.3
CN(C(=O)COC(=O)c1ccccc1C(=O)c1ccccc1)c1ccccc1	-1.0	-29.8	-0.2
Cc1cccc(C)c1NC(=S)NN(Cc1ccccc1)c1ccccc1	1.3	-22.7	20.5
Cc1ccc2nsnc2c1S(=O)(=O)N1CCN(Cc2ccc3c(c2)OCO3)CC1	-0.8	-22.6	16.5
COC(=O)c1ccc(COc2ccc(/C=N/Nc3cccc(C(=O)O)c3)cc2)cc1	-1.2	-14.7	4.3
COc1ccccc1Cn1nc(C(=O)O)c2ccccc2c1=O	-1.4	-21.5	9.2

Following part.
SMILES	STK33 inh	OX1R antag-1	OX1R antag-2
CCN1CCN(c2nc3ccccc3n3cnnc23)CC1	3.6	-9.8	11.7
CCC(C)NC(=O)CCn1ccc2cc(S(=O)(=O)N3CCCC3)ccc21 (stereo not given)	-0.5	-14.7	10.8
COc1cc(Cl)c(C)cc1NC(=O)CNC(=O)Cn1cnc2ccccc2c1=O	-1.0	-10.2	7.4
Cc1nc2ccc([N+](=O)[O-])cc2c(=O)n1Cc1ccc(Br)cc1	1.3	-1.9	21.7
CCOC(=O)c1c(NC(=O)c2ccncc2)sc(C)c1C	-0.2	-26.6	10.7
O=C(c1ccccc1)N1CCN(c2ccc([N+](=O)[O-])c(NCC3CCCO3)c2)CC1 (stereo not given)	-0.2	-9.3	20.0
[O-]/[N+](=C/c1ccc(F)cc1)c1ccc(Cl)cc1	-0.8	-17.4	19.1
Cc1cc(Cl)c2oc(C(=O)N3CCN(c4ccncc4)CC3)c(C)c2c1	0.9	-19.2	16.5
COC(=O)c1c(C(=O)OC)n(CCCN)c2ccc(C)cc12	9.5	-16.0	11.1
CNC(=O)c1c(NC(=O)C2=COCCO2)sc2c1CCN(C(=O)OC)C2	8.3	0.4	8.4
CC(C)(C)NC(=O)C(c1ccc(O)cc1)N(Cc1ccco1)C(=O)Cn1nnc(-c2cccs2)n1 (stereo not given)	1.1	-6.1	9.2
COc1cc2ccccc2cc1C(=O)OCC(=O)N(CC(C)C)c1c(N)n(Cc2ccccc2)c(=O)[nH]c1=O	-0.3	5.3	41.6
O=C(COC(=O)[C@@H]1CC(O)CN1S(=O)(=O)c1ccccc1[N+](=O)[O-])c1ccccc1 (stereo not given in full)	-1.3	-10.5	15.3
CC1Cc2cc(/C(O)=C3\C(=O)C(=O)N(CCN4CCOCC4)C3c3ccccc3F)ccc2O1 (stereo not given)	0.8	-23.6	6.5
Cc1cc(C)c2cc(CN(Cc3ccc4c(c3)OCO4)Cc3nnnn3Cc3ccco3)c(=O)[nH]c2c1	0.8	-12.0	12.4
COc1ccc(CN2C(=O)[C@H]3Cc4c([nH]c5ccccc45)C(C)(C)N3C2=O)cc1	-0.6	-3.1	11.6
CC(=O)c1ccccc1OCCn1nc(C(=O)O)c2ccccc2c1=O	-3.7	-24.2	22.0
CCN(CC(=O)Nc1c(F)cccc1F)C(=O)c1cc(C)oc1C	-0.9	-20.7	21.8
COc1ccc(NC(=O)[C@H](CCS(C)(=O)=O)N2Cc3ccccc3C2=O)c(OC)c1	-0.1	1.0	15.0
CCOC(=O)c1sc2nc(C)nc(NCc3ccccc3OC)c2c1C	-0.1	-28.5	0.8
COc1ccc(C(=O)c2sc(Nc3ccccc3)nc2N)cc1OC	2.9	-29.7	5.9
CCCn1c2ccccc2c2nc3ccccc3nc21	5.0	28.1	72.2
O=C(COc1ccc(Br)cc1)N1CCc2ccccc2C1	-0.8	-31.1	12.0
N/C(=N\OC(=O)C(c1ccccc1)c1ccccc1)c1ccncc1	-0.4	-27.7	14.0
CC(=O)CSc1nnc(Cc2ccc3c(c2)OCO3)o1	-1.4	-5.8	15.2

Entries above containing a tert-butyl group:
SMILES	STK33 inh	OX1R antag-1	OX1R antag-2
Cc1cc(-c2nnc3n2N=C(C(C)(C)C)CS3)n[nH]1	0.6	10.8	2.2
CC(C)(C)NC(=O)C(c1ccc(O)cc1)N(Cc1ccco1)C(=O)Cn1nnc(-c2cccs2)n1 (stereo not given)	1.1	-6.1	9.2

Following part
SMILES	STK33 inh	OX1R antag-1	OX1R antag-2
Cc1ccc(S(=O)(=O)Nc2cccc3c2CCCC3)cc1	-0.6	-24.9	0.0
OCC1CCCN(c2nc(CN3CCCCC3)nc3scc(-c4ccccc4)c23)C1 (stereo not given)	-0.9	-14.6	22.9
O=[N+]([O-])c1ccc(NCc2ccccn2)nc1	-2.1	-7.3	39.3
O=C(Cn1cnc2ccccc2c1=O)c1ccc(OC(F)F)cc1	0.1	-22.9	10.9
O=C(COC(=O)CCN1C(=O)C2CC=CCC2C1=O)Nc1ccc(Cl)cc1F (stereo not given)	-0.7	1.1	0.5
CCOC(=O)C(C)c1c(C)[nH]c(=S)[nH]c1=O (stereo not given)	-1.1	-20.7	24.3
CS(=O)(=O)OCCCCOS(C)(=O)=O	7.5	-4.8	17.8
O=C(O)c1ccccc1-c1ccccc1C(=O)NNc1ccccc1	/	0.8	17.1
COc1cccc(/C=C/C(=O)NCc2cn3cc(Cl)ccc3n2)c1OC	0.0	-24.4	14.5
CCOc1ccc(N(C(=O)c2cnsn2)C(C(=O)NC2CCCCC2)c2ccncc2)cc1 (stereo not given)	1.7	-16.6	24.4
CCOC(=O)/C(=N/Nc1ccccc1)Sc1nnnn1-c1ccc(C)cc1	-0.4	-21.2	3.3
O=[N+]([O-])c1ccccc1S(=O)(=O)c1ccccc1[N+](=O)[O-]	0.2	-1.1	14.4
CCNC(=O)CC1SC(=Nc2ccc(C)c([N+](=O)[O-])c2)N(C)C1=O (stereo not given)	0.0	-22.3	1.1
Cc1ccc(-n2nc3c(c2NC(=O)c2ccc(Br)o2)CSC3)c(C)c1	-2.0	-26.6	-4.2
O=C(COC(=O)/C=C/c1ccccc1)Nc1cc(C(F)(F)F)ccc1N1CCOCC1	-0.7	-5.3	1.6
CC12CC3CC(C)(C1)CC(C(=O)N1CCN(C(=O)C4CCCO4)CC1)(C3)C2 (stereo not given)	0.4	3.3	18.1
Cc1cccnc1NC(=O)CNC(=O)c1ccccc1	-0.4	0.1	10.3
O=C(CN(c1ccc2c(c1)OCCO2)S(=O)(=O)c1ccccc1)NCc1ccco1	-3.9	-8.3	4.2
Cc1ccc(-n2cnnn2)c(S(=O)(=O)N2CCOCC2)c1	-1.0	-15.5	13.0
COC(=O)CSc1nnc(-c2ccccn2)n1Cc1ccco1	-2.7	-10.2	9.3
O=C(Nc1nnc(SCC(=O)N2CCOCC2)s1)C1CC(=O)N(c2ccc(F)cc2)C1 (stereo not given)	1.3	-6.8	12.9
O=C(CCC(F)(F)F)N1CCCC(N2CCN(c3cccc(Cl)c3)CC2)C1 (stereo not given)	-1.1	-33.5	21.3
COC(=O)c1ccc(CNC(=O)Cn2cnc3c(OCc4ccccc4)ncnc32)cc1	-0.9	-5.5	3.6
CC1=NNC(=O)/C1=C\c1cn(-c2ccccc2)nc1-c1cccs1	0.7	72.8*	28.2
CCc1cccc(C)c1NC(=O)CO/N=C(\C)c1cc2ccccc2o1	-0.8	-20.9	21.8

The last 2 compounds of the part above open the next one:
SMILES	STK33 inh	OX1R antag-1	OX1R antag-2
CC1=NNC(=O)/C1=C\c1cn(-c2ccccc2)nc1-c1cccs1	0.7	72.8*	28.2
CCc1cccc(C)c1NC(=O)CO/N=C(\C)c1cc2ccccc2o1	-0.8	-20.9	21.8
O=C(CN1CCN(c2ccccn2)CC1)Nc1ccc(Br)cc1	-0.3	-28.3	-4.8
Cc1noc(C)c1S(=O)(=O)N1CCC2(CC1)OCCO2	-1.1	-7.3	20.6
COC(=O)c1ccc(N2CCN(S(=O)(=O)c3c(C)cc(C)cc3C)CC2)c([N+](=O)[O-])c1	-2.4	-7.9	10.8
CN1CCN(NC(=O)CN2C(=O)/C(=C/c3ccccc3F)SC2=S)CC1	-0.1	0.7	11.3
Cc1cc(-c2csc(NC(=O)c3ccc(S(=O)(=O)N(C)C)cc3)n2)c(C)n1-c1ccccc1	0.0	-3.6	2.0
Brc1ccc(CSc2ccc3nnc(-c4ccccn4)n3n2)cc1	1.1	-21.7	39.1
Cc1ccc(NC(=O)CN(C)CC(=O)Nc2ccc(N3CCOCC3)cc2)c([N+](=O)[O-])c1	-0.7	-11.9	25.1

Source: PubChem (several laboratories)
